# mIDH1 inhibitor – inhibitors of human mutant IDH1 R132H | IDH1-R132H enzyme, NADPH consumption, diaphorase/resazurin fluorescence | O75874 | 390,000 tested, 0.093% active | Potency, µM (top dose mostly 76.6 µM), without a hit: at the highest dose activity change, negative = inhibition, most hits filed as inhibitors; further: potency means the concentration at half of the fitted maximal effect; on the % scale 0 is the no-effect control and ±100 the full control effect; nearly all actives have a fitted effect of over 65% in size
#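 IDH1-R132H (0.5 ug/mL) preincubated 30 min with compound, then NADPH (0.016 mM) and alpha-KG (2 mM) added; 80 min at RT, pH 7.5. Remaining NADPH coupled via diaphorase/resazurin to fluorescence (540/590 nm); concentration-response curves normalized to no-enzyme control.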
# D2 antag – antagonizes the human D2 dopamine receptor; HEK293 TREx D2 cells, calcium flux, dopamine EC80; inhibition, % at 10 µM; 340,000 tested, 2% active; in the data active means inhibition above about 30%; further: 0% is about no effect
# Target sequence (P14416 whole entry, looked up): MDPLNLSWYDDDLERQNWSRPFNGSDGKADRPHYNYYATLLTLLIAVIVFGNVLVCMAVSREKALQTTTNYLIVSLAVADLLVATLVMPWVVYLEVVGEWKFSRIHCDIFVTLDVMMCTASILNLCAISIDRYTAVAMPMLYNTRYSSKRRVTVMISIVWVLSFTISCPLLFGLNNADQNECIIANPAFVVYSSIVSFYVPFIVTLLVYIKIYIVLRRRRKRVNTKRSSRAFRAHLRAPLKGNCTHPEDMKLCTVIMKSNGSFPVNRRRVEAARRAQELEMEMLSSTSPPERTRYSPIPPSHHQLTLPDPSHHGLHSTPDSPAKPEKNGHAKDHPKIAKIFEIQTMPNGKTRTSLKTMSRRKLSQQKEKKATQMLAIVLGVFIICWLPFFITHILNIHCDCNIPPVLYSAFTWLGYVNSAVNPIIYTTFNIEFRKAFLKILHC
#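 Calcium mobilization kinetics were recorded at 1 s intervals in tetracycline-induced HEK293 T-REx D2 cells, first for 180 s after compound addition and then 180 s after EC80 dopamine.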
# TRHR ag – TRH receptor (human) agonism | activation, % at 2 µM | P34981 | 360,000 tested, 0.18% active | TRHR cells, calcium flux fluo-8, FDSS agonist mode | AID 493084; in the data active means activation above about 30%; further: 0% is about no effect
# Target sequence (P34981 whole entry, looked up): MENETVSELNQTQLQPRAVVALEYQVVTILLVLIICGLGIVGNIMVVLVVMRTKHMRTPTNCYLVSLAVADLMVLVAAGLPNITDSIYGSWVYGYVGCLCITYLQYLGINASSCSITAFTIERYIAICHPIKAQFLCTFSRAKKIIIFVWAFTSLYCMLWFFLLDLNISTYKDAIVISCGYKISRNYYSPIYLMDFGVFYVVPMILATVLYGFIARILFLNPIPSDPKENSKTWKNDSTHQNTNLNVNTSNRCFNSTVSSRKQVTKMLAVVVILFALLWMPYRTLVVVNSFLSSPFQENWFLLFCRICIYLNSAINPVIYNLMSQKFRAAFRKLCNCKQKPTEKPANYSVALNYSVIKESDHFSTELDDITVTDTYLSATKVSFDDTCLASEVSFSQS
#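 Agonist-mode FDSS calcium read (Ex 480/Em 530, 1 s cycles) in 1536-well TRHR cells with fluo-8 dye, after 10-cycle baseline and 23 nL compound addition; TRH at EC20 (10 nM final) added afterwards for the enhancer phase.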
# USP1-UAF1 inh – USP1/UAF1 (human) deubiquitinase inhibition; O94782; recombinant USP1/UAF1, Ub-Rhodamine cleavage fluorescence; Potency, µM (top dose mostly 57.1 µM), for the others: at the highest dose activity change, negative = inhibition, hits mostly inhibitors; 390,000 tested, 0.23% active; AID 743255; further: potency means the concentration at half of the fitted maximal effect; on the % scale 0 is the no-effect control and ±100 the full control effect; nearly all actives have a fitted effect of over 60% in size; inactives centre near -12
#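 USP1/UAF1 complex at 1 nM was preincubated with compound for 15 min at room temperature, then Ub-Rho substrate (150nM final) was added. Fluorescence (480/540 nm) was read kinetically, 6 reads every 60 seconds.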
# TRHR PAM – allosteric enhancers of human TRH receptor; P34981; TRHR cells, fluo-8 calcium fluorescence, EC20 TRH enhancement; 360,000 tested, 0.66% active; enhancement, % at 2 µM; in the data active means enhancement above about 30%; further: 0% is about no effect
#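 TRHR-expressing cells loaded with fluo-8 calcium dye were read kinetically (ex 480/em 530) during compound addition, then stimulated with an EC20 of TRH (10 nM final). Enhancement of the Gq-mediated intracellular calcium response was scored.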
# TrxR1 substrate – rat thioredoxin reductase 1 substrate activity | O89049 | purified TrxR1 substrate turnover, NADPH consumption readout | Potency, µM (titrated, usually from 114 µM), for the others: at the highest dose activity change, negative = substrate turnover | 390,000 tested, 0.01% active; further: potency means the concentration at half of the fitted maximal effect; on the % scale 0 is the no-effect control and ±100 the full control effect; nearly all actives have a fitted effect of over 50% in size
#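 Rat TrxR1, dispensed at 90 nM, was prereduced with 400 uM NADPH (final) for 5 min at ~22 deg C, then incubated with compound 15 min before 400 uM selenite. A first-read NADPH fluorescence drop versus no-compound background flagged substrates.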
# TrxR1 inh – blocks rat thioredoxin reductase 1; O89049; recombinant rTrxR1, NADPH fluorescence consumption, selenite substrate; Potency, µM (titrated, usually from 114 µM), for the others: top-dose activity change, negative = inhibition, most hits filed as inhibitors; 390,000 tested, 1% active; AID 588453; further: potency means the concentration at half of the fitted maximal effect; on the % scale 0 is the no-effect control and ±100 the full control effect; nearly all actives have a fitted effect of over 65% in size
#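 Rat TrxR1 (90 nM in the dispensed reagent) was pre-reduced with 400 uM NADPH for 5 min at room temperature, then incubated with compound for 15 min. After 400 uM selenite was added, NADPH fluorescence (Ex 340/Em 450 nm) was followed for 8 min.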
# D2 ag – activates the human D2 dopamine receptor. 340,000 tested, 0.53% active. HEK293 T-REx D2 cells, calcium flux agonist mode. activation, % at 2 µM. AID 485358. P14416;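 active means activation over 3 SD above normal in the single-dose calcium agonist read, cut at about 30% in these data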; further: 0% is about no effect
#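 Agonism scored from kinetic calcium signal (1 read/sec, 180 s) following compound pin transfer, after a 10 s baseline. Cells: HEK293 Trex line expressing inducible D2 receptor coupled to calcium, dye-loaded after overnight culture at 30 C.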
# PI4K2A inh – blocks human PI4K2A kinase activity | Q9BTU6 | purified PI4K2A, ADP-Glo luminescence, 1 h; stronger effect = lower value | activity change, negative = inhibition, % at 76.9 µM | 420,000 tested, 0.13% active | AID 1346378; in the data active means activity change below about -50%; inconclusive means mostly about -30% to -49%;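 further: -100% = wells without enzyme as full effect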
#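 Compounds are screened against recombinant PI4K2A using PI as substrate and ATP, the latter dispensed at 300 microM. Reactions run one hour at ambient temperature before ADP-Glo detection; full inhibition defined by wells lacking enzyme.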
# * marks the source's active call; other numbers are inactive results; u = inconclusive; x = no result given; & = joins results of further samples; [ ] = remark or other dose. Unless noted, the call rests on the fitted dose curve; in most records, active means well fitted inhibition curve with a large enough effect; inconclusive means small, poorly fitted or top-dose-only effect; inactive means no such curve, though single readings can be large or run the other way. The order is random, and some 3.9% of all compounds hit somewhere here.
SMILES,mIDH1 inhibitor,D2 antag,TRHR ag,USP1-UAF1 inh,TRHR PAM,TrxR1 substrate,TrxR1 inh,D2 ag,PI4K2A inh
C#CCn1c(=NC(=O)c2ccccc2[N+](=O)[O-])sc2cc(S(C)(=O)=O)ccc21,-3%,-3,-0.1,-10%,30*,-15%,-15%,-0.2,-2
Cc1nc2ncnn2c(C)c1CCC(=O)N1CCc2ccccc21,5%,-6,0.2,-10%,2,10%,13%,0.6,-3
COc1ccccc1/C=C1\NC(=S)N(CC2CCCO2)C1=O (stereo unspecified),11%,-12,-0.6,7%,4,-9%,-16%,0.0,1
Cc1nn2cc(-c3cccc(Cl)c3)cnc2c1Br,14%,-3,0.0,-24%,-1,15%[57.1 µM],36%[57.1 µM],0.4,-5
CCN(CC)c1ccc(/C=N/NC(=S)NCc2ccc(OC)cc2)cc1,-2%,-1,0.3,-13%,0,11%[57.1 µM],11%[57.1 µM],-0.1,2
O=C(c1ccc(F)cc1)N1CCC2(CC1)NCCc1[nH]cnc12,0%,13,-0.8,-20%,-5,4%,19%,-0.5,-5
Cc1cc(C)nc(NS(=O)(=O)c2ccc(NC(=O)CCCN3C(=O)c4ccccc4C3=O)cc2)n1,2%,-2,-1.7,0%,-4,7%,12%,-0.4,-1
COc1ccc(/[N+]([O-])=C/c2ccco2)cc1,16%,-8,-0.2,u,4,-7%,56µM*,0.5,-24
Cc1nc(C)c(N)c(=O)[nH]1,17%,-3,0.3,-16%,2,12%[57.1 µM],21%[57.1 µM],-3.4,1
O=C(c1cc2cccc([N+](=O)[O-])c2oc1=O)N1CCOCC1,0%,5,0.5,-11%,-1,-9%,2%,0.3,1
CCCC(=O)Nc1ccccc1NC(=O)c1ccc2c(c1)OCO2,0%,-4,0.0,-13%,2,-6%[11.4 µM],27%,0.4,6
O=C(Cn1c(=O)n2nc(-c3cccc(F)c3)nc2c2ccccc21)N1CCN(c2ccccc2F)CC1,11%,x,-0.4,-12%,8,12%[57.1 µM],21%[57.1 µM],-4.2,2
CCOC(=O)N1CCN(C(=O)CCCn2nc(C)c3sc4ccccc4c3c2=O)CC1,0%,3,-1.1,2%,0,14%[57.1 µM],8%[57.1 µM],-0.9,-1
CC1(c2ccncc2)Nc2ccccc2-c2nc3ccccc3n21 (stereo unspecified),17%,5,-1.0,-12%,0,104%[activator],-1%,-0.3,-7
O=C(NCc1cccs1)c1ccc(S(=O)(=O)N2CCOCC2)cc1,1%,1,0.3,-8%,0,-1%,-8%,3.0,-1
COc1ccc(-c2nn(C)c(=O)c3ccccc23)cc1NC(=O)COc1ccccc1,-2%,-9,1.8,-24%,-2,-3%[57.1 µM],2%[57.1 µM],0.0,2
CCOC(=O)C(NCc1ccc(F)cc1)(NC(=O)c1ccccc1)C(F)(F)F (stereo unspecified),6%,14,-0.7,-14%,6,-13%,-16%,-0.1,7
COc1cccc(C(=O)NCCS(=O)(=O)NC(C)CCc2ccccc2)c1 (stereo unspecified),15%,22,1.6,-4%,-4,-5%,-2%,8.6,2
Cc1ccc2c(c1)C(=O)OC(C(=O)Nc1ccc(C(=O)O)cc1)C2 (stereo unspecified),0%,x,1.1,-15%,-2,-1%,8%,0.5,-13
CN(C)c1nc(N(C)C)n(Cc2c(Cl)cccc2Cl)n1,1%,-6,0.1,-1%,-2,-8%[57.1 µM],-7%[57.1 µM],-0.3,-1
Nc1ccc(C(=O)N2CCCC2)cc1CS(=O)(=O)c1ccc(Cl)cc1,7%,13,-0.6,-19%,2,-2%[57.1 µM],-8%[57.1 µM],0.1,-2
CCN1CCN(C(=O)/C=C/c2c(F)cccc2Cl)CC1,0%,2,0.0,-23%,-2,-1%,-2%,-0.5,-2
COc1ccc(N(C(C)C(=O)N/N=C/c2ccc(OC(C)C)cc2)S(C)(=O)=O)cc1 (stereo unspecified),2%,23,0.3,-5%,0,-4%[57.1 µM],-8%[57.1 µM],0.8,6
Cc1ccc(C)c(N2CCN(C(=O)c3ccccc3Br)CC2)c1,-4%,-4,1.6,-5%,5,-5%,7%,-0.7,8
O=C1C(=O)c2ccccc2C(O)=C1C1CCC(c2ccc(Cl)cc2)CC1 (stereo unspecified),7%,6,-0.1,-23%,13,1%,22%,1.2,4&-1
CCCNC(=S)N1CC2(C)CN(C(=O)C(=O)OC)CC(C)(C1)C2=O,2%,-11,-0.2,-32%,-2,12%[57.1 µM],30%[57.1 µM],-0.8,0
COc1ccccc1N1CCN(C(=O)c2cc(C)oc2C)CC1,10%,9,-0.2,-26%,-2,4%[57.1 µM],24%[57.1 µM],0.1,-3
CC(C)S(=O)(=O)c1ccc(C(=O)Nc2ccc(F)cc2F)cn1,-2%,19,-0.3,-2%,8,3%[57.1 µM],9%[57.1 µM],0.2,0
CCN(CC)c1cccc(OC2=NS(=O)(=O)c3ccccc32)c1,4%,-2,-2.1,-3%,37*,-5%,0%,0.1,-2
CC1=CC(C)(C)NC(=S)N1c1cccc2cc(S(=O)(=O)O)ccc12,6%,3,0.7,u,4,4%[2.29 µM],9%[2.29 µM],0.5,-3
CCOc1cc(C#N)c(NC(=O)CSc2nnnn2-c2ccc(OC)cc2)cc1OCC,-6%,-11,-0.5,-11%,-4,-15%,-10%,-0.6,-2
COc1ccc(-c2noc(CNC(=O)CCCN3C(=O)[C@H]4CC=CC[C@H]4C3=O)n2)cc1,0%,-1,1.3,-15%,-4,-9%[57.1 µM],27%[57.1 µM],-0.6,0
O=C(COC(=O)c1cnc(Cl)c(Cl)c1)NCCC1=CCCCC1,2%,21,-0.7,-5%,11,4%[57.1 µM],9%[57.1 µM],0.1,1
C=CCN1C(=O)C(CC(=O)Nc2ccccc2)SC1=Nc1ccc(S(N)(=O)=O)cc1 (stereo unspecified),8%,12,1.0,-6%,-1,-1%,12%,-0.2,-3
CN1CCN(c2ccc(NC(=O)COc3ccccc3Cl)cc2)CC1,4%,-1,3.6,-8%,-3,7%[57.1 µM],12%[57.1 µM],0.9,3
O=C(N1CCOCC1)N1CCN(CC(O)COc2ccc3ccccc3c2)CC1 (stereo unspecified),1%,3,0.2,-8%,-4,4%[57.1 µM],4%[57.1 µM],-0.3,7
COc1ccc(CCN(Cc2cc3cc4c(cc3[nH]c2=O)OCO4)C(C)=O)cc1OC,x,-11,-0.3,x,1,x,x,-0.7,x
CN(CC(=O)Nc1ccc(F)c(F)c1F)C(=O)c1cc(-c2ccncc2)nc2ccccc12,1%,4,0.0,-16%,6,-3%,0%,-0.7,4
COc1ccc([C@H]2CC(=O)C=C(c3ccc(F)nc3)C2)cc1OC,2%,4,-0.2,-20%,-5,7%,14%,-0.2,-1
COc1cc(C(=O)OCC(=O)NC23CC4CC(CC(C4)C2)C3)cc(OC)c1OC,-6%,x,-0.8,-4%,6,2%,17%,x,-4
Nc1ncnc(Nc2cccc(Cl)c2Cl)n1,20%,-6,-0.6,-17%,-3,5%,10%,-0.6,-8
O=C(O)c1ccc2c(c1)N(Cc1ccccc1)C(=O)c1ccccc1S2,1%,-12,-0.5,-10%,5,2%,4%,-0.1,1
COc1ccccc1CNC(=O)[C@H](C)NC(=O)C1CCN(C(=O)[C@H](CCSC)NC(=O)OC(C)(C)C)CC1,-9%,8,-0.5,-7%,24,-4%,6%,-0.9,-2
CNC(=O)COc1coc(CN2CCN(c3ccccc3OC)CC2)cc1=O,-3%,4,0.8,-10%,-2,-1%,22%,5.8,0
COc1ccc(CC(=O)NCC(=O)N/N=C/c2ccc(C)o2)cc1,5%,-3,0.7,-11%,3,-13%,-17%,0.0,-1
Cc1ccc(C2C(C#N)C(C#N)N3CCCN23)cc1 (stereo unspecified),2%,1,0.1,-6%,0,-3%,22µM*,-0.5,6
CCc1nc(SCC(=O)Nc2ccccc2OC)c2c(C)c(C)sc2n1,1%,-7,0.7,-16%,15,4%[57.1 µM],8%[57.1 µM],1.1,-5
COc1cc(CNC(=O)c2cc(-c3ccccc3)n[nH]2)cc(OC)c1OC,6%,x,-0.7,-17%,0,2%,11%,-0.1,-11
NC1=NC(=Nc2cccc(S(N)(=O)=O)c2)c2ccccc21,-3%,9,0.1,-25%,-2,-3%,7%,0.6,1
COc1ccc(OC)c2sc(NC(=O)c3ccc(S(=O)(=O)N(C)C)cc3)nc12,-22%,-5,0.4,-20%,7,7%[57.1 µM],11%[57.1 µM],0.9,1
O=C(COc1ccccc1)Nc1c(Cl)ccc2nsnc12,4%&-5%,-31,0.4&0.9,-19%&-11%,6&-5,-5%&-4%,-11%&8%,0.1&-1.4,4&0
O=C(CSc1nnc(Cc2cccs2)n1-c1ccc(Cl)cc1)NCc1ccc2c(c1)OCO2,5%,-2,-0.9,-19%,-13,3%,13%,2.3,-10
COC(=O)c1cccc(S(=O)(=O)N2CCOCC2)c1,12%,-9,-0.9,-6%,3,2%&-11%,7%&-19%,0.2,5
Cc1cccc(S(=O)(=O)Nc2nc3ccccc3nc2OC(C)C)c1,2%,-5,-0.7,-15%,3,-7%,11%[57.1 µM],1.2,-1
O=C(NCc1ccco1)C1CCN(c2nc3ccccc3n2Cc2ccc(F)cc2)CC1,-1%,13,0.1,-17%,1,0%,-18%,-0.3,-7
Nc1nonc1-n1nnc(C(=O)N/N=C/c2cccnc2)c1CSc1ccc(Cl)cc1,0%,x,0.4,-18%,-1,-5%,9%,x,7

# A few values from the list.
# D2 antag with Nc1ncnc(Nc2cccc(Cl)c2Cl)n1 : -6
# PI4K2A inh with Cc1cccc(S(=O)(=O)Nc2nc3ccccc3nc2OC(C)C)c1 : -1

# Bioassay records from PubChem BioAssay.
